Source: PubChem BioAssay
ARNT-TACC3 inh – disruptors of ARNT/TACC3 protein interaction, primary screen, biochemical, AlphaScreen, single concentration; Transforming acidic coiled-coil-containing protein 3 (Homo sapiens), Q9Y6A5; AlphaScreen His-ARNT PAS-B/GST-TACC3 binding, luminescence; TACC3 fragment carries E629A point mutation; inhibition, % at 9.99 µM; 390,000 tested, 0.66% active;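 active means mean inhibition of replicates at least 50% and at least half of replicates each reaching 50%; inconclusive means half or more replicates reach 50% but mean below 50%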;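 further: 0% = complete ARNT plus TACC3 wells and 100% = ARNT alone without TACC3; many hits fall short of the cut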
esBAF inh – Bmi1 luciferase reporter increase in mESCs, primary screen, esBAF inhibitor project, mouse ES cells, Bmi1 luciferase knock-in, single point; reporter increase, % at 12.5 µM; AID 602393, 2012; 350,000 tested, 2% active; 24 h; 100% = twice the neutral-well signal; in the data active means activation above about 40%; inconclusive means no clear call, values can overlap the other calls;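 further: 0% = median of the plate's neutral control wells and 100% = double that signal; a rise in the Bmi1 reporter signal indicates esBAF inhibition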
RAD54 branch – inhibitors of human RAD54 branch migration, primary screen, biochemical, fluorescence, single point; DNA repair and recombination protein RAD54-like (Homo sapiens), Q92698; RAD54 Holliday junction branch migration, FAM/BHQ fluorescence; inhibition, % at 10.4 µM; 360,000 tested, 0.14% active;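 active means mean normalized replicate activity at least 40 and at least half of replicates scoring 40 or more; inconclusive means only one of the two criteria met; inactive means mean below 40 and under half of replicates reaching 40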;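 further: 0% = median of neutral control wells and 100% = median of positive control wells; inhibitors cause a drop in the FAM fluorescence signal; in these data hits start at about 50%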
Target sequence (Q92698 whole entry, looked up): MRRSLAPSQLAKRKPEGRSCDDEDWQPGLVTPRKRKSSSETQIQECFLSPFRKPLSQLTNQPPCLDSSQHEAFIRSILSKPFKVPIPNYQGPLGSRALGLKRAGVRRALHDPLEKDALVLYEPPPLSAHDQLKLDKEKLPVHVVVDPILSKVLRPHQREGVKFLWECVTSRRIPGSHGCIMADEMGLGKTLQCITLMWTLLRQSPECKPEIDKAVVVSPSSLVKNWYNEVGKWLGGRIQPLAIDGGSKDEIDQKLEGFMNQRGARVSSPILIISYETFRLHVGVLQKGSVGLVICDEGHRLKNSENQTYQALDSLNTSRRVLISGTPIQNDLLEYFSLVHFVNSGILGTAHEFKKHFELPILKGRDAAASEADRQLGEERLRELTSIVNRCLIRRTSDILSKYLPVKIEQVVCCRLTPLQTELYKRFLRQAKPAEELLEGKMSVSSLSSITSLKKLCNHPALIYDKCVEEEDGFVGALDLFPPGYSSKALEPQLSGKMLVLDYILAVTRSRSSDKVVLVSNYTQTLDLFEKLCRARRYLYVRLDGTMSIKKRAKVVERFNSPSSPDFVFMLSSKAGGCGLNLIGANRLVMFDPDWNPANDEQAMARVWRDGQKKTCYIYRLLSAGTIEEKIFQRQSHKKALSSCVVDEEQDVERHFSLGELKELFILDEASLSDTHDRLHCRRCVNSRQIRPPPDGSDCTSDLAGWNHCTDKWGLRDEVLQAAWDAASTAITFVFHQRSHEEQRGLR
ERp5 block – inhibitors of ERp5-driven insulin aggregation, primary screen, biochemical, turbidity, absorbance 650 nm, single point; inhibition, % at 9.99 µM; 90 min; Protein disulfide-isomerase A6 (Homo sapiens), Q15084; AID 651711, 2012; 350,000 tested, 0.05% active;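 active means mean replicate inhibition above about 25%, with every replicate also reaching it, limit read from the data, passing the limit was not always enough; inconclusive means only one of those two criteria met; inactive means neither criterion met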
CASP6 VEID inh – human caspase-6 inhibitors, primary screen, biochemical, VEID-R110 fluorescence, single point, set 2; P55212; 350,000 tested, 0.53% active; purified caspase-6, Z-VEID-R110 cleavage fluorescence; inhibition, % at 12.5 µM;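 active means mean inhibition across replicates at least about 35%, with every replicate also reaching that limit, limit read from the data; inconclusive means only one of the two criteria met; inactive means neither criterion met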;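 further: 0% = median of neutral control wells and 100% = no fluorescence left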
Target sequence (P55212 24-179 limits assumed): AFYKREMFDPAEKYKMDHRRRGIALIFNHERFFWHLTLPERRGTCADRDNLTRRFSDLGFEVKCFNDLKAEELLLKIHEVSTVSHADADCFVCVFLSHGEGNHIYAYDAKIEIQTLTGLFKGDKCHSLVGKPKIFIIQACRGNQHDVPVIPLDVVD
Target sequence (P55212 194-293 limits assumed): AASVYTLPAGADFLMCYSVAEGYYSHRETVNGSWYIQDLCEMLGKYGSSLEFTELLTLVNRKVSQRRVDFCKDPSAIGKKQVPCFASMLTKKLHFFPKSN
RAD52 anneal inh – RAD52 DNA annealing inhibitors, primary screen, biochemical, FRET, single point, set 2. DNA repair protein RAD52 homolog (Homo sapiens), P43351. 360,000 tested, 0.46% active. inhibition, % at 18.7 µM. recombinant RAD52 DNA annealing, FRET fluorescence;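 active means every replicate showing at least 50% inhibition; inconclusive means mean inhibition at least 50% but not in every replicate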
PglD inh – C. jejuni PglD acetyltransferase inhibitors, primary screen, biochemical, DTNB colorimetric, single point; inhibition, % at 12.5 µM; 360,000 tested, 0.098% active; UDP-N-acetylbacillosamine N-acetyltransferase PglD (Campylobacter jejuni); purified PglD enzyme, DTNB colorimetric CoA detection; in the data active means inhibition above about 16%, passing the limit was not always enough; inconclusive means no clear call, values can overlap the other calls; further: strong numbers were not always called active
E-sel inducer – E-selectin induction in HUVECs, primary screen, imaging, HUVEC, immunofluorescence imaging, single point | P16581 | normalized: neutral wells 0, TNF-alpha wells 100 | activation, % at 7.58 µM | 260,000 tested, 0.37% active | AID 686992, 2013;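 active means mean E-selectin-positive cell signal at least 10% of the positive control, reached in at least 60% of replicates, without over 20% cell loss; inconclusive means no rule given, readout overlaps actives, possibly toxicity-flagged; inactive means the rest, including those meeting only one limit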;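 further: in these data hits start at about 27%; measured in HUVEC primary endothelial cells; signal is the percent of cells scored E-selectin positive by PE staining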
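material = human umbilical vein endothelial cells (HUVEC), E-selectin induction | quantity = 3,000 cells/well | medium = EGM-2 growth medium on 0.1% gelatin-coated wells | technique = immunofluorescence imaging | read-out basis = % PE-positive cells | control set = TNF-alpha positive control, DMSO neutral control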
An asterisk follows results filed as active; ? = inconclusive; · = not tested or not shown.

SMILES	ARNT-TACC3 inh	esBAF inh	RAD54 branch	ERp5 block	CASP6 VEID inh	RAD52 anneal inh	PglD inh	E-sel inducer
O=C(c1ccc(F)cc1)N1CC[C@H]2[C@H](CO)Nc3ccc(C#Cc4ccccc4F)cc3[C@H]21	·	·	·	8	1	-2	·	0.4
Cc1ccc(N2CC(C(=O)Nc3nnc(SCC(=O)NCC4CCCO4)s3)CC2=O)cc1 (centres undefined)	-2	·	-2	-13	0	-12	6	0.2
COc1ccc(C2N(c3cc(Cl)ccc3OC)C(=O)C3CCCN32)cc1OC (centres undefined)	-3	6	0	6	-1	-19	15	0.2
O=C(NNC(=O)C1CCCN(c2ncccn2)C1)c1ccc(F)cc1 (centres undefined)	-5	-5	-5	-5	-3	-12	2	·
CC(=O)c1c(C)[nH]c(C(=O)NCCCN2CCCC2)c1C	-3	-10	-7	·	·	·	2	·
O=C(CSc1nc2ccccc2c(=O)n1-c1ccc(SC(F)F)cc1)Nc1ccc(N2CCOCC2)cc1	-16	2	-9	-2	-1	4	-2	·
O=C(CSc1ncccc1C(=O)O)NC12CC3CC(CC(C3)C1)C2	2	·	·	-10	5	-19	·	·
CCC(=O)N(C)C[C@@H]1Oc2cc(C#CCN(C)C)ccc2S(=O)(=O)N([C@@H](C)CO)C[C@H]1C	-15	-1	1	-6	-1	0	-4	0.3
COc1ccc(C2OC(=O)c3ccccc3S2)cc1 (centres undefined)	-7	7	2	·	·	·	-2	1.8
CC(C)NC(=O)Nc1ccc2c(c1)CC(=O)N([C@@H](C)CO)C[C@@H](C)[C@H](CN(C)C(=O)Nc1ccccc1)O2	-1	-2	-14	1	2	-1	-1	-0.2
C[C@H](CO)N1C[C@H](C)[C@H](CN(C)C(=O)C2CCCCC2)Oc2cc(-c3ccccc3)ccc2S1(=O)=O	10	3	4	-1	-2	10	1	0.0
Cc1ccc(C(=O)CSc2nnc(CNc3ccc(C)cc3C)n2Cc2ccco2)cc1	-7	0	-1	·	·	·	-1	·
N#Cc1ccc(Cl)cc1NC(=O)COC(=O)c1cccc(S(=O)(=O)N2CCOCC2)c1	·	-7	-3	-5	0	-23	-1	-0.8
COC(=O)C(Nc1nccs1)(OC)C(F)(F)F (centres undefined)	0	-9	2	·	·	·	8	·
CCCN(C)C[C@@H]1Oc2cc(-c3ccncc3)ccc2S(=O)(=O)N([C@@H](C)CO)C[C@@H]1C	-1	-11	3	-3	2	2	-3	-0.1
COCCNC(=O)C(=O)N/N=C/c1ccc(C(=O)OC)cc1	-4	·	·	2	0	-13	·	·
COc1ccc(S(=O)(=O)N(C)C[C@@H]2OCCCC[C@@H](C)Oc3ccc(NS(=O)(=O)c4c(C)noc4C)cc3C(=O)N([C@@H](C)CO)C[C@H]2C)cc1	-1	3	-1	-2	1	-55	-1	-0.1
O=C(CCC(=O)OCC(F)(F)C(F)F)Nc1ccc(Cl)cc1	-3	-7	7	·	·	·	3	·
Cc1cccc(C2(c3cccc(C)c3)CC2C(=O)NCC2CCCO2)c1 (centres undefined)	-2	·	1	3	4	-8	-3	4.7
N#Cc1cccc(NC(=O)CSc2cccc[n+]2[O-])c1	6	·	·	5	4	10	·	0.1
CC(=O)c1c(C)nc(-c2ccc(Cl)cc2)nc1N	-15	·	·	-4	21	20	·	·
Cc1ccc(NC(=O)CNC(=O)c2ccco2)nc1	·	3	6	-12	-1	-17	-6	-0.2
Cn1ccnc1C(O)c1cccc(OCc2ccccc2)c1 (centres undefined)	3	0	-10	5	-1	-11	-7	·
COc1ccc(NC(=O)CSc2nnc3ccc(-c4ccccn4)nn23)cc1OC	8	1	3	5	0	-1	1	·
Cc1ccc(-c2ocnc2C(=O)N2CCOCC2)cc1	-2	-4	6	-1	1	-3	8	2.3

Remaining list, next part
SMILES	ARNT-TACC3 inh	esBAF inh	RAD54 branch	ERp5 block	CASP6 VEID inh	RAD52 anneal inh	PglD inh	E-sel inducer
COc1ccc(NC(=O)Nc2ccc3c(c2)C(=O)N([C@H](C)CO)C[C@H](C)[C@H](CN(C)C(=O)Nc2ccc(OC)cc2)OCCCC[C@H](C)O3)cc1	3	0	-3	-3	1	-2	5	0.1
CN(C)C(=O)C[C@H]1CC[C@@H](NS(=O)(=O)c2ccccc2)[C@@H](CO)O1	-18	-1	8	1	1	19	3	0.2
CCC(=O)N1[C@@H]2c3ccc(-c4cncnc4)c(=O)n3C[C@H]1[C@H](CO)[C@H]2C(=O)N1CCc2ccccc2C1	·	-7	-22	·	·	1	·	-0.2
O=C(CCN1C(=O)/C(=C/c2cccs2)SC1=S)Nc1ccccn1	-2	·	·	3	-4	-105	·	·
C=CCN(C)NC(=O)Nc1ccccc1	0	-4	-5	-11	-2	-13	3	·
Cc1cccc(-c2nnc(SCC(=O)Nc3cccc(C(=O)N4CCOCC4)c3)n2C)c1	-4	·	·	7	-2	-5	·	·
C[C@H]1CCCCO[C@H](CN(C)C(=O)c2ccccc2)[C@@H](C)CN([C@@H](C)CO)C(=O)c2cc(NC(=O)Nc3ccc4c(c3)OCO4)ccc2O1	6	-4	-7	-1	23	13	2	-0.2
CS(=O)(=O)Nc1ccc(C(=O)NCc2ccccn2)cc1	-8	-12	3	·	·	·	-2	·
COc1ccc(C(=O)COC(=O)/C=C/c2ccccc2[N+](=O)[O-])cc1	10	-5	-9	-6	1	-13	3	·
COc1ccc(CNc2nc3ccccc3n2C)c(OC)c1	-1	·	·	3	-3	-10	·	-3.5
COc1ccc(C(=O)N2CCCC(C(N)=O)C2)cc1S(=O)(=O)N1CCOCC1 (centres undefined)	7	5	-6	4	-3	-12	-4	·
COc1cc2[nH]c(=S)nc(NCc3ccccn3)c2cc1OC	19	·	·	4	0	-43	·	·
COc1cccc(NC(=S)N(Cc2ccc(C(=O)O)cc2)Cc2ccc(OC)c(OC)c2)c1	·	1	-4	6	2	-11	2	·
CCOc1ccc(CCNC(=O)c2cccc(S(=O)(=O)N3CCOCC3)c2)cc1OCC	-1	1	10	3	-4	10	0	·
O=C(CSC1=NCCS1)NC1CCCC1	-2	0	-10	·	·	·	1	·
COCCOC(=O)C1=C(C)NC(=O)NC1c1cccs1 (centres undefined)	-3	-10	-7	·	·	·	8	·
C=CCn1cnnc1SCC(=O)N(C1CCCCC1)C1CCS(=O)(=O)C1 (centres undefined)	·	6	·	2	-1	-4	·	-0.3
Cc1ccc2nc(NC(=O)CN3C(=O)C4CC=CCC4C3=O)sc2c1 (centres undefined)	-2	·	·	7	4	-38	·	1.4
CC1CCCCC1NC(=O)Cn1[nH]c(=O)c2ccccc2c1=O (centres undefined)	18	5	2	·	·	·	3	·
CCn1c(SCC(=O)NC2CCCC2)nnc1-c1ccco1	1	-3	-7	-3	2	5	5	0.8
CCOC(=O)CCSc1n[nH]c(=S)s1	-5	·	·	6	0	-18	·	·
CC(C)CC#Cc1cnc2c(c1)C(=O)N([C@@H](C)CO)C[C@H](C)[C@H](CN(C)C(=O)c1ccc(F)cc1)O2	3	-3	13	-11	4	11	0	1.0
O=C(COC(=O)CCC(=O)c1ccc(F)cc1)Nc1ccccc1	·	·	·	?	1	0	·	0.9
C[C@@H]1CCCCO[C@@H](CN(C)C(=O)c2ccccc2)[C@@H](C)CN([C@@H](C)CO)C(=O)c2cc(NS(C)(=O)=O)ccc2O1	4	-4	0	5	3	4	2	-0.1
Cc1cc(C)nc(N/C(=N\S(=O)(=O)Cc2ccccc2)Nc2cccc(Cl)c2C)n1	-13	-4	-8	·	·	·	1	·

Three entries out of the list, sorted by number of heavy atoms, low to high:
SMILES	ARNT-TACC3 inh	esBAF inh	RAD54 branch	ERp5 block	CASP6 VEID inh	RAD52 anneal inh	PglD inh	E-sel inducer
C=CCN(C)NC(=O)Nc1ccccc1	0	-4	-5	-11	-2	-13	3	·
COc1ccc(C2OC(=O)c3ccccc3S2)cc1 (centres undefined)	-7	7	2	·	·	·	-2	1.8
C[C@H](CO)N1C[C@H](C)[C@H](CN(C)C(=O)C2CCCCC2)Oc2cc(-c3ccccc3)ccc2S1(=O)=O	10	3	4	-1	-2	10	1	0.0

Next section
SMILES	ARNT-TACC3 inh	esBAF inh	RAD54 branch	ERp5 block	CASP6 VEID inh	RAD52 anneal inh	PglD inh	E-sel inducer
O=C(O)C[C@H]1C[C@H]2c3cc(NC(=O)Nc4ccccc4F)ccc3O[C@H]2[C@@H](CO)O1	-4	0	5	-1	-1	-3	-2	-0.3
O=C(CCn1ccc([N+](=O)[O-])n1)NC1CCCCCC1	-2	·	·	-6	0	-10	·	0.2
COCc1cn(CC[C@@H]2CC[C@@H](NC(=O)CCN3CCCCC3)[C@@H](CO)O2)nn1	-3	1	-8	-1	-1	-1	-2	-0.3
COc1cc(NC(=O)c2ccc(NC3=NC4CS(=O)(=O)CC4S3)cc2)cc(OC)c1 (centres undefined)	-4	2	12	-4	-5	-28	-3	·
CCCSc1nnc(CSc2nc3nc(C)cc(C)n3n2)o1	-5	3	3	·	·	·	4	·
COc1cc(S(=O)(=O)n2nc(C)cc2C)c(OC)cc1Cl	-7	-7	-2	-5	-4	-16	-3	·
Cn1cc(SCC(=O)Nc2ccc3c(c2)OCCO3)c2ccccc21	6	36	-7	-3	0	-10	3	·
N/C(=N\OC(=O)Nc1ccccc1)c1ncc([N+](=O)[O-])s1	-1	-2	·	4	5	-2	·	0.5
COc1cc(OC)cc(-c2nnc(SCC(=O)N3CCCc4ccccc43)o2)c1	-3	-11	-12	·	·	·	-12	·
CC(C)c1onc(C(=O)N2CCCCCC2)c1[N+](=O)[O-]	-26	·	·	4	3	9	·	·
Cc1cc(-n2c(=S)sc3c(=O)n(-c4ccc(F)cc4)c(SCC(=O)O)nc32)ccc1Cl	22*	-8	-1	4	-2	-19	0	-0.1
C[C@@H]1CCCCO[C@@H](CN(C)C)[C@@H](C)CN([C@@H](C)CO)C(=O)c2cc(NC(=O)CCC(F)(F)F)ccc2O1	-2	-2	5	2	-2	-20	37	0.2
Cc1ncc(CN2CCCC(C(=O)Nc3ccc(-c4cccc(F)c4)cc3)C2)s1 (centres undefined)	-4	-8	8	-17	0	-25	5	-1.3
C=CCn1cccc(C(=O)Nc2cc(OC)c(OC)c(OC)c2)c1=O	·	·	·	2	0	6	·	0.8
C=CCNC1=C(Cl)C(=O)N(c2ccccc2Cl)C1=O	-13	-3	-3	-1	3	-17	4	·
CCOC(=O)[C@]12CCC=C1N(Cc1cccc3ccccc13)C(=O)[C@H](CC(=O)NCc1cccs1)C2	·	·	·	-4	-6	-20	·	-0.2
CCc1ccccc1OCC(=O)Nc1ccc(S(N)(=O)=O)cc1	-2	-4	-2	·	·	·	-2	·
O=C(Nc1ccncc1)Nc1ccc(Br)cc1Cl	-6	5	-4	2	-6	2	4	·
CCC(=O)Nc1ccc2c(c1)OC[C@H](C)N(CC1CC1)C[C@@H](C)[C@H](OC)CN(C)C2=O	·	·	·	5	-2	-2	·	0.1
O=c1[nH]c(-c2ccccc2)ncc1Oc1ccccc1	·	-11	-5	-4	0	-12	1	3.2
CC1CCN(C(=O)CCc2nnc3ccc(N4CCC5(CC4)OCCO5)nn23)CC1	1	-4	5	-7	-1	-2	1	·
